Lipid droplet – inhibitors of hepatocyte lipid droplet formation, primary screen, imaging, high-throughput imaging, BODIPY stain; AML12 mouse hepatocytes, oleate lipid droplets; inhibition, % at 6.5 µM; hit rate 0.4% among 240,000; AID 1656, 2009;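 active = lipid droplet intensity inhibited by at least 50%, with more than 500 cells counted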
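Material – AML12 mouse liver cells · Also added – oleate loading, 100 µM · Compound dosing – 6.5 µM single-point dosing · Times – overnight treatment with compound plus oleate · Measured by – fluorescence imaging, 20x objective, two fields per well · Read-out – percent inhibition of filter-corrected integrated lipid droplet intensity per well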
Ins promoter up – insulin promoter activators in MIN6 cells, imaging, high-content screening, mouse beta cells | MIN6 insulin promoter-GFP reporter; stronger effect = higher value | z-score at 5 µM | hit rate 0.3% among 190,000;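 active = z-score above 3 at 5 µM with at least 500 cells counted in the well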
PhoP inhibition – inhibitors of PhoP regulon expression, primary screen, Salmonella Typhimurium, GFP reporter (AID 1863). S. Typhimurium PhoP-regulated promoter GFP reporter, 4 h; higher % means a stronger effect. one-dose inhibition, % at 50 µM; IC50 in µM for titrated hits. hit rate 0.16% among 300,000;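 active = inhibition over 29.93%, a cutoff 3 SD above the screen mean, later confirmed by dose response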;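 note: 0% = low Mg2+ inducing control and 100% = high Mg2+ repressing control; strong numbers were not always called active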
Dynein cargo inh – inhibitors of GR-EGFP nuclear translocation, primary screen, dynein cargo transport inhibitor project, imaging, high-content, 3617.4 mouse cells; hit rate 0.47% among 220,000; AID 1381, 2008; z-score, hits read low; test concentration mostly 20 µM; stimulated with dexamethasone, 1 µM; stronger effect = lower value;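 active = plate z-score of nuclear minus cytoplasmic receptor signal below a set negative limit, without overly bright fluorescence or cell loss, cut at about -3.5 in these data, passing the limit was not always enough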;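 note: z-score of nuclear minus cytoplasmic ring GR-EGFP intensity difference per well; some compounds called inactive have numbers as strong as hits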
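Schedule: 48 h induction, then 1 h compound, then 30 min agonist, 37 °C. Buffer or medium: tetracycline-free induction medium containing charcoal-stripped FBS. Reagent: 1.0 µM final dexamethasone stimulus. Evaluation: nuclear versus cytoplasmic GR-EGFP signal, averaged per well. Signal: high-content fluorescence imaging after fixation.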
T cell HTS – modulators of CD8 T cell-vesicle binding, primary screen, mouse 2C CD8+ T cells, flow cytometry; 2C CD8+ T cell-vesicle binding; stronger effect = lower value; calls only at 7 µM; hit rate 0.068% among 330,000; AID 2052, 2009;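 active = response, share of CD8 T cells binding vesicles, and their 90th percentile fluorescence all below set limits, cut at about 80% in these data, passing the limit was not always enough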
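Benchmarks: naked versus QL9-loaded vesicles / Assay system: purified 2C TCR transgenic mouse naive CD8+ T cells / Technique: high-throughput flow cytometry with anti-B7-1 and anti-CD8 staining / Timing: Cell–vesicle co-incubation 1.5 h at 37 °C, staining 20 min on ice / Read-out: percent CD8+ FL2 mean versus row control / Probe or stimulus: QL9-loaded Drosophila micro-vesicles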
Autophagy mod – autophagy modulators in MEF cells, primary screen, imaging, high-content, MEF GFP-LC3. MEF GFP-LC3 puncta imaging; test concentration mostly 10 µM. calls only at 10 µM (by protocol). hit rate 0.98% among 190,000;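 active = percentage of spot-positive cells more than 3 SD above its plate mean, without a fluorescence outlier flag or 80% toxicity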;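 note: spot-positive cell cutoff set from DMSO-treated cells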
ER stress rescue – rescue of cells from ER stress-induced death, primary screen, 384-well, CSM14.1, thapsigargin, ATP luminescence (AID 1222); 190,000 tested, under 10 active; CSM14.1 thapsigargin-induced death rescue, ATP luminescence; higher % means a stronger effect; cellular ATP content (survival), % at 20 µM; hits with a dose series show EC50 in µM;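 active = EC50 below 50 µM in the dose-response confirmation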;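 note: death triggered by thapsigargin at about 15 µM added after 2 h compound pretreatment; cell ATP read after overnight thapsigargin exposure of roughly 18 to 22 hours; normalized against plate controls of thapsigargin alone and 5% DMSO vehicle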
b-catenin transl – modulators of beta-catenin nuclear translocation, primary screen, imaging, HeLa cells, immunofluorescence, high-content. nuclear translocation activity, % at 5 µM. hit rate 0.3% among 190,000;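 active = nuclear translocation activity above 50% at 5 µM, with a well cell count of 50 or more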;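 note: per-cell ratio of nuclear to cytoplasmic median beta-catenin stain intensity; plate controls were DMSO negative control for no effect and GSK-3 inhibitor IX positive control for full effect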
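Read-out: Nuclear/cytoplasmic beta-catenin signal ratio, % activation | Assay system: Human HeLa cell line | Times: 24 h compound exposure at 37°C, 5% CO2 | Signal: Fluorescence imaging of beta-catenin antibody stain plus DAPI | Dosing: 5 µM primary, 0.02–20 µM confirmation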
MT stabilizer – microtubule stabilizers in HeLa cells, primary screen, imaging, high-content imaging; HeLa tubulin immunostaining HCS, 24 h; share of cells brighter than vehicle mean+2SD; % tubulin-high responders, % at 10 µM; hit rate 0.83% among 200,000; AID 2205, 2009;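 active = plate Z-score above 3 for both tubulin-high and condensed-nucleus cell shares, with cell loss under 80%, at 10 µM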;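 note: anti alpha tubulin signal scored within the nucleus-defined area of each cell; some results filed as inactive read as strong as hits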
Dynein cargo inh cytoplasmic EGFP – also measured in Dynein cargo inh; calls as there; z-score; measured here: cytoplasmic GR-EGFP intensity; stronger effect = higher value
Dynein cargo inh nuclear GR-EGFP – recorded beside Dynein cargo inh, whose call it bears; z-score; measured here: nuclear GR-EGFP intensity;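 lower value marks the stronger effect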
Dynein cargo inh cell count – further read-out of Dynein cargo inh, marked with its call; z-score; measured here: cell count per field
Ins promoter up cell count – second read-out of Ins promoter up, no call of its own (marks repeat the call); cell count; measured here: cytotoxicity, nuclei count;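 total cells summed across four imaged fields per well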
Lipid droplet cells 6.5 µM – second read-out of Lipid droplet, no call of its own (marks repeat the call); cell count; measured here: cell count, cytotoxicity flag;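 cells counted across two imaged fields per well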
b-catenin transl cell count 5 µM – recorded beside b-catenin transl, whose call it bears; cell count; measured here: cell count, cytotoxicity flag
T cell HTS vesicle-bound % – second read-out of T cell HTS, no call of its own (marks repeat the call); double positive events, %; measured here: CD8+ vesicle-bound cell fraction;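 binding gate set so that unloaded-vesicle control wells show 10% double positive cells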
MT stabilizer Hoechst-high % – further read-out of MT stabilizer, marked with its call; % Hoechst-high responders; measured here: nuclear condensation Hoechst responders;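 share of cells brighter than vehicle mean plus two SD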
MT stabilizer cytotoxicity % – second read-out of MT stabilizer, no call of its own (marks repeat the call); toxicity, %; measured here: cytotoxicity by cell density;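 0% = mean cell density of plate MIN control wells and 100% = no cells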
Autophagy mod cell loss 18 h – second read-out of Autophagy mod, no call of its own (marks repeat the call); toxicity, %; measured here: cell loss, nuclei count;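 cell loss after 18 h compound exposure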
* marks the source's active call; other numbers are inactive results; i = inactive; / = not tested or not shown.

Every second line gives: Lipid droplet, Lipid droplet cells 6.5 µM, Ins promoter up, Ins promoter up cell count, PhoP inhibition, Dynein cargo inh, Dynein cargo inh cytoplasmic EGFP, Dynein cargo inh nuclear GR-EGFP, Dynein cargo inh cell count, T cell HTS, T cell HTS vesicle-bound %, Autophagy mod, Autophagy mod cell loss 18 h, ER stress rescue, b-catenin transl, b-catenin transl cell count 5 µM, MT stabilizer, MT stabilizer Hoechst-high %, MT stabilizer cytotoxicity %
CN1CCN(c2nc(N3CCN(CCO)CC3)nc3ccccc23)CC1
 : /, /, -0.29, 1130, -1%, 1.1, -0.095, 0.68, -1.2, i, 38, i, -1, 2.6%, -4.4, 960, 1.1, 1.8, 12
Cc1ccc(S(=O)(=O)N2CCN(C(=O)/C=C/c3ccco3)CC2)cc1
 : 3, 593, 0.66, 1519, -2%, 0.43, -0.2, 0.052, -0.35, i, 45, i, -3, -1.2%, -0.7, 1097, 6.8, 3.0, 7.9
COCCOC(=O)C1=C(C)NC(=S)NC1c1cccs1 (stereo unspecified)
 : 22, 731, 0.11, 1630, -5%, -1.1, -0.31, -0.36, 0.31, i, 32, i, -10, -0.2%, -4.2, 990, 1.7, 1.2, 4.5
Cc1cc(C)cc(N(CC(=O)NC2CCC(C)CC2)S(=O)(=O)c2c(C)[nH]c(=O)[nH]c2=O)c1 (stereo unspecified)
 : -1, 694, -0.52, 986, -9%, -1, -0.12, -0.18, 1.6, i, 39, /, /, /, -0.2, 1253, /, /, /
COC(CNC(=O)C1CCN(C(=O)c2cc3oc(C)cc3n2Cc2c(F)cccc2Cl)CC1)OC
 : 26, 689, /, /, -8%, 0.05, -0.3, 0.12, 0.2, i, 59, i, 7, -0.5%, -0.9, 1097, 4.3, 2.3, 7.7
COC(=O)c1cccc(CSc2nnc(C)s2)c1
 : /, /, -0.07, 1426, -3%, -0.61, 0.18, -0.14, 0.67, i, 34, i, -3, -0.4%, -2.7, 835, 1.4, 1.7, 4.8
CCOC(=O)c1oc2ccc(CNC(C)(C)C)c(Cl)c2c1C
 : 0, 725, -0.5, 1078, -2%, 1.6, -0.11, 0.5, -1.1, i, 25, i, -3, -0.8%, -2.8, 1216, 4.5, 1.7, 3.8
O=c1[nH]c(=O)c2nnc(N/N=C\c3ccc(O)cc3)nc2[nH]1
 : 2, 771, /, /, 6%, 0.79, -0.26, 0.53, -0.44, i, 17, i, 28, 1.2%, 2.2, 1016, 1.3, 1.6, 6.2
CC(=O)c1cn(CC(=O)NCc2ccco2)c2ccccc12
 : /, /, -0.29, 1569, 1%, 1.2, -0.19, -0.023, -0.65, i, 55, i, 1, -0.4%, 0.2, 1280, 3.1, 1.7, 9.3
CCCC(=O)Nc1ccc(S(=O)(=O)N2CCCC2)cc1
 : 5, 743, -0.1, 1039, -8%, -0.5, 0.016, -0.3, 0.98, i, 67, i, -8, -3.1%, -3.9, 1216, 4.8, 2.3, 3.4
CN(C)/C=c1\sc2c(C#N)cc(C(=O)c3ccc(Br)cc3)n2c1=O
 : -3, 595, -0.04, 1348, -2%, -0.31, 0.058, 0.15, 0.14, i, 66, i, -4, /, /, /, 2.5, 2.5, 8.9
COCCNC(=S)N(Cc1cccnc1)Cc1ccc(OC)c(OC)c1
 : 7, 598, 0.42, 1448, 86%, 1.1, -0.25, 0.84, -0.61, i, 10, i, -4, 0.7%, 0.4, 1099, 3.6, 2.6, 9.6
O=C(c1ccccc1)c1ccc(COC(=O)c2cnccn2)cc1
 : /, /, 0.01, 1450, 0%, 0.32, -0.32, 0.79, -0.54, i, 49, i, -7, -0.6%, -0.7, 1561, 3.1, 2.7, 5.2
N#CCCn1cc(C(CC(=O)c2ccc(Br)cc2)C(=O)O)c2ccccc21 (stereo unspecified)
 : /, /, -4.9, 670, -3%, -0.51, -0.14, -0.11, 0.86, i, 40, i, 0, -1.2%, /, /, 1.9, 3.3, 7.5
Cc1ccc(-c2nnn(CC(=O)N(Cc3ccco3)C(C(=O)NC(C)(C)C)c3cccs3)n2)o1 (stereo unspecified)
 : -13, 740, /, /, 0%, -0.89, -0.12, -0.23, -0.028, i, 7, i, 5, 0.9%, 1.1, 463, 2.1, 0.8, 11
Cn1ccnc1SCC(=O)Nc1nc2ccccc2s1
 : 0, 697, 0.03, 1382, -5%, 1.9, -0.3, 1.1, -1.4, i, 21, i, 16, -1.5%, 0.1, 1512, 3.5, 3.1, 8.8
CC(C)(C)c1ccc(C(=O)NNC(=O)c2ccccc2Br)cc1
 : 11, 553, 0.79, 2017, -1%, 1.5, -0.12, 0.37, -1.9, i, 16, i, 17, -1.9%, -0.1, 1081, 1.2, 2.3, 9.3
Cc1ccccc1NC(=O)Nc1cc(-c2ccccc2)nn1C
 : 3, 736, /, /, -2%, 1.1, -0.22, 0.88, -0.48, i, 22, /, /, /, -0.4, 1346, /, /, /
Cc1ccccc1C(=O)NNC(=O)C12CC3CC(CC(C3)C1)C2
 : 7, 769, 0.59, 1443, -8%, -0.6, -0.34, -0.17, 0.83, i, 60, i, -2, -1.0%, 0.9, 1492, 2.7, 2.3, 9.6
c1ccc(-c2csc(Nc3cccnc3)n2)cc1
 : 0, 649, /, /, -3%, 0.47, -0.34, 0.48, -0.18, i, 27, i, 6, 3.0%, 0.0, 1023, 3.8, 2.0, 6.7
CCOc1ccc(S(=O)(=O)Nc2cccnc2)cc1
 : /, /, 1, 1284, -1%, -1.5, -0.23, -0.15, 0.86, i, 62, i, 26, /, -0.6, 931, 2.4, 1.6, 4.0
Cc1ccc(C)c(NC(=S)NNC(=O)c2csc3c2CCCC3)c1
 : -2, 811, -0.53, 844, 14%, -1.3, -0.16, -0.079, 1.2, i, 29, i, -10, -2.4%, 0.2, 1172, 3.3, 1.3, 8.7
O=C(Nc1nc(-c2ccccc2)cs1)c1cccc([N+](=O)[O-])c1
 : /, /, -0.49, 1526, -3%, -0.23, -0.2, -0.31, 0.89, i, 50, i, -5, -1.8%, 0.0, 1412, 1.8, 1.3, 5.2
Cc1ccc(-c2n[nH]c3c2C(c2ccccc2)N(c2ccc(C(=O)O)cc2)C3=O)cc1 (stereo unspecified)
 : 8, 696, -0.32, 1027, -8%, -0.27, -0.23, 0.31, -0.33, i, 13, /, /, /, 0.0, 1268, /, /, /
[N-]=[N+]=CC(=O)c1ccnc(C(=O)C=[N+]=[N-])c1
 : 0, 743, /, /, -15%, -1.1, -0.0051, -0.41, 0.0077, i, 34, i, 3, 4.0%, -2.4, 1161, 5.3, 2.8, 4.2
COc1cc2c(cc1OC)C(Nc1ccccc1)=NC(C)(C)C2
 : -2, 648, -1.4, 1455, 9%, -0.93, -0.31, -0.87, 0.9, i, 44, i, -2, -1.8%, -1.2, 1112, 1.4, 1.9, 5.9
Cc1cc(C)c2nc3nc(C)cc(C)c3c(N)c2c1
 : -38, 610, -1.1, 1399, 19%, -1.1, -0.034, -0.64, -0.13, i, 46, i, 27, -1.2%, 0.6, 863, 3.5, 1.4, 23
C/C=C/C(=O)OCC(=O)Nc1ccccc1Br
 : 3, 740, 0.58, 1216, 3%, 0.74, 0.2, 0.86, -2.5, i, 28, i, 14, -0.5%, 0.1, 1115, 2.7, 1.5, 7.3
CCOC(=O)C1=C(C)N[C@@]2(O)c3ccccc3C(=O)[C@@]12O
 : 13, 703, -0.04, 1659, 6%, -0.32, -0.14, 0.072, -0.19, i, 27, i, -5, -2.2%, -1.2, 1153, 2.6, 1.2, 6.3
O=C1N/C(=N\c2ccccn2)SC1Cc1ccccc1Cl (stereo unspecified)
 : 4, 578, -0.11, 1326, /, 1, -0.17, 0.5, -0.35, i, 15, /, /, /, 4.3, 957, /, /, /
C=CCNC(=O)c1ccc([N+](=O)[O-])c(Cl)c1
 : -3, 697, 0.48, 1576, -9%, 0.27, -0.026, 0.86, -0.64, i, 47, i, 13, -1.1%, -2.8, 866, 3.2, 2.8, 10
CCOc1ccc(C(=O)OCCN(C)C)cc1
 : /, /, 0.33, 966, 16%, 0.55, -0.22, -0.06, 0.026, i, 33, i, -1, 0.6%, /, /, 1.3, 1.7, 19
CCOc1ccc(CNc2ccc3c(c2)ncn3C)cc1
 : 1, 736, 0.66, 1338, 1%, -0.96, -0.24, -0.57, 0.64, i, 46, i, 0, 0.4%, /, /, 1.3, 1.8, 4.1
O=C(NCc1ccncc1)c1cnccn1
 : 8, 714, -0.23, 1212, -11%, 0.096, -0.23, 0.74, 1.4, i, 36, i, -4, -2.7%, /, /, 2.7, 1.0, 5.9

Screens (PubChem BioAssay)
